IDE inh = cellular human IDE inhibition | HEK cells, FAbetaB cleavage, fluorescence polarization | inhibition, % at 5.59 µM | hit rate 0.41% among 320,000;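 active = percent inhibition above the average of all tested compounds plus 3 SD, set per screening campaign, cut at about 16% in these data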;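 note: IDE supplied by intact live HEK cells; FP after avidin binding of uncleaved biotin substrate so inhibition keeps polarization high; 0% = DMSO wells and 100% = 60 µM reference IDE inhibitor Ii1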
UBC9 SUMO inh = SUMOylation inhibition; P63279; HTRF SUMOylation assay, SAE1/SAE2 + UBC9, in vitro; inhibition, % at 35 µM; hit rate 0.36% among 290,000; in the data active = inhibition above about 50%, passing the limit was not always enough; note: strong numbers were not always called active
Target sequence (P63279 whole entry, looked up): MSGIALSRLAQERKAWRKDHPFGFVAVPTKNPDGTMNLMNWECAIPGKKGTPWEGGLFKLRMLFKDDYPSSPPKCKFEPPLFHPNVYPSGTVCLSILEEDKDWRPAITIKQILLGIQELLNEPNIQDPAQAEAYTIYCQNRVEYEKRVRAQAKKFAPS
MEKK2mut PB1 HTS = signal of MEK5 binding to mutant human MEKK2 PB1 domain; bead flow cytometry, Alexa488-MEK5 binding to MEKK2 mutant; percent response, % at 10 µM; hit rate 0.35% among 290,000; AID 1530; in the data active = percent response above about 24%, passing the limit was not always enough; note: inactives centre near 1; some results filed as inactive read as strong as hits; reference of the scale not given here
MEKK2 WT-MEK5 = raises or lowers MEK5 binding to wildtype human MEKK2 PB1 domain | Q9Y2U5 | bead flow cytometry, Alexa488-MEK5 binding to MEKK2 WT; actives lie on both sides | binding response (% of control), % at 10 µM | hit rate 1.1% among 290,000; in the data active = binding response below about 67% or above about 130%
PfM18AAP inh = PfM18AAP enzyme inhibition | inhibition, % at 7.35 µM | recombinant PfM18AAP, H-Glu-NHMec fluorogenic cleavage | hit rate 1.2% among 290,000 | AID 1822;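 active = inhibition above the campaign mean inhibition over all tested compounds plus 3 SD, cut at about 28% in these data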;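 note: 0% = plate median of test compound wells and 100% = 2 mM ZnCl2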
p-CIP stab down = lowers stability of the mouse p/CIP coactivator protein | decrease of EGFP signal, % at 10 µM | F442A p/CIP-EGFP cells, EGFP fluorescence, 16 h | hit rate 0.01% among 290,000;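 active = EGFP signal decrease of at least 30% at 10 µM or well 3 SD below plate mean, unless failing retest; inactive = the rest, including hits failing retest or dose response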; note: some compounds called inactive have numbers as strong as hits; many of its hits are not listed in these tables
NALP1 inh = inhibitors of NALP1 inflammasome in yeast; S. cerevisiae NALP1/ASC/caspase-1 growth, X-gal OD620, 72 h; inhibition, % at 10 µM; hit rate 0.61% among 280,000; AID 2071; in the data active = inhibition mostly above about 24%, no sharp cut-off; inactive = mostly below about 32%; note: some compounds called inactive have numbers as strong as hits
IDE act = activators of human insulin-degrading enzyme in cells; HEK cells, FAbeta-B cleavage, fluorescence polarization; 0% vehicle, 100% cell-free pure enzyme wells; activation, % at 5.96 µM; hit rate 0.073% among 340,000; AID 493087;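 active = activation above the mean of all tested compounds plus 3 SD, set per screening campaign, cut at about 17% in these data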
MEKK3 PB1 HTS = MEKK3-MEK5 PB1 interaction, increase or decrease | Q99759 | bead-based flow cytometry, Alexa488-MEK5 binding to MEKK3; actives lie on both sides; 0 = blocked by unlabeled MEK5, 100 = vehicle | binding response (% of control), % at 10 µM | hit rate 1.4% among 290,000;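 active = binding response more than 3 SD above or below the average of its plate-row segment, actives on both sides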;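 note: Alexa488 bead fluorescence after subtracting the streptavidin-only scavenger bead signal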
Target sequence (Q99759 whole entry, looked up): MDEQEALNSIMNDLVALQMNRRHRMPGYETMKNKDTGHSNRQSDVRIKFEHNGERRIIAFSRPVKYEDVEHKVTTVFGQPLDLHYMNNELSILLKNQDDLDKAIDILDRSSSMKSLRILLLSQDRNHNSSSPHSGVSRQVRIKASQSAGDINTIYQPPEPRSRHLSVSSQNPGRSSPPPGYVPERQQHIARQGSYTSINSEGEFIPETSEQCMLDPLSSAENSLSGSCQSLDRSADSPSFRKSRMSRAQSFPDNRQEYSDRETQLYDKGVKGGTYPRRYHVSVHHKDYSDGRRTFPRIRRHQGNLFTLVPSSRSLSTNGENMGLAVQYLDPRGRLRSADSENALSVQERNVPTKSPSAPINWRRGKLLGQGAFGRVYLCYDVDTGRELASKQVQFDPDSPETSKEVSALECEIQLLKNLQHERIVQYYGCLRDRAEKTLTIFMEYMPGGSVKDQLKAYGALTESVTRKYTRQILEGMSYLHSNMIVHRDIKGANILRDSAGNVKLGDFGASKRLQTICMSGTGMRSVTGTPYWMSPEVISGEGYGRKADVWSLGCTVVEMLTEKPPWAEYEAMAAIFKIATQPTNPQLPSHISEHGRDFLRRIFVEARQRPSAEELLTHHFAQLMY
Starred values were filed as active, the others as inactive; x = not tested or not shown. Only part of the results is shown, so the mix of outcomes need not match the whole.

The line under a structure holds: UBC9 SUMO inh, IDE act, MEKK3 PB1 HTS, NALP1 inh, MEKK2 WT-MEK5, p-CIP stab down, IDE inh, PfM18AAP inh, MEKK2mut PB1 HTS
- O=C(CNS(=O)(=O)c1cccs1)Nc1ccc2c(c1)OCCO2
→ 11, 0, 81, 32, 84, -2, 1, -14, -7
- CC(O)c1nc2c(c(=O)n(C)c(=O)n2C)n1C (stereo unspecified)
→ 11, 10, 92, 24, 89, 0, 1, -6, -21
- O=C(NC(=S)NCc1ccccc1)c1ccccc1
→ 15, 1, 106, 10, 103, 4, -3, 3, 1
- O=C(c1ccc2c(=O)n3c(nc2c1)CCCCC3)N1CCN(c2ccccc2)CC1
→ 5, -5, 99, 4, 94, -6, 0, 2, -3
- CCc1cccc(CC)c1N(COC)C(=O)Cn1nnc2ccccc21
→ 17, 1, x, 3, x, -10, 8, -2, x
- O=C(CNC(=O)c1cccc(Br)c1)NCCc1nc2ccccc2[nH]1
→ -3, -1, 106, -24, 108, 12, 5, 8, 9
- O=C(CSc1nc2ccccc2[nH]1)N1CCCCC1
→ 15, -7, 103, 4, 103, 0, 1, -3, 9
- CN(Cc1cccnc1)C(=O)CC1C(=O)NCCN1CC(c1ccccc1)c1ccccc1 (stereo unspecified)
→ 14, -3, 94, 6, 93, -13, 0, 1, -10
- Cc1ccc(S(=O)(=O)c2nc(S(C)(=O)=O)sc2N2CCCC2)cc1
→ x, 3, 100, 9, 99, -4, 9, 1, 3
- CC1SC(=S)N(c2ccc(N(C)C)cc2)C1=O (stereo unspecified)
→ -10, -4, 102, -5, 101, -2, -2, 33*, 2
- Fc1ccccc1NC(=S)N/N=C/c1ccccc1Br
→ 5, -10, 95, 16, 97, 2, 6, 9, -1
- Cc1ccc(/C=N/NC(=O)c2ccncc2)s1
→ 8, 2, 97, 8, 105, -7, -2, 0, 1
- Cn1c(=O)[nH]c2sc3c(c2c1=O)CC(C)(C)OC3
→ -10, -2, 96, 14, 98, 11, 6, -6, -2
- O=c1c(-c2ccc(Cl)cc2)[n+]([O-])c2ccccc2n1OCc1ccccn1
→ 10, 4, 99, 8, 97, -2, 6, 5, -1
- COC(=O)C1C/C(=N\NS(=O)(=O)c2ccc(C)cc2)c2ccccc2C1 (stereo unspecified)
→ 7, 0, 98, -2, 102, 21, -1, 0, 3
- COC(=O)Cc1ccc(NC(=S)NCc2ccc(OC)cc2)cc1
→ 0, 2, 98, 10, 96, -12, 2, -10, 0
- CCCn1c(C(Cc2ccccc2)NC(=O)COC)nc2ccccc21 (stereo unspecified)
→ -13, 5, 106, 27, 111, 3, 2, -10, 7
- CCOCCCNC(=O)/C=C1\Sc2ccccc2N(Cc2ccccc2F)C1=O
→ 19, 2, 103, 6, 99, 0, 5, 0, -1
- Cc1c(C(=O)N2CCCCC2CCN2CCCC2=O)oc2c(F)cccc12 (stereo unspecified)
→ -3, 1, 99, 11, 102, -11, -2, -8, 2
- CCOC(=O)CSC1=C(C#N)C(c2ccc(OC)cc2)C2=C(CC(C)(C)CC2=O)N1 (stereo unspecified)
→ 3, 5, 99, -6, 102, -18, -3, 12, 2

Following part.
The line under a structure holds: UBC9 SUMO inh, IDE act, MEKK3 PB1 HTS, NALP1 inh, MEKK2 WT-MEK5, p-CIP stab down, IDE inh, PfM18AAP inh, MEKK2mut PB1 HTS
- COc1cccc(-c2cc(C(=O)N3N=C(C)CC3(O)C(F)F)c3ccccc3n2)c1 (stereo unspecified)
→ 0, 3, 99, -4, 97, 1, 0, 6, 2
- CC(=O)N/C(=N\c1nc(C)cc(C)n1)Nc1ccc2ccccc2c1
→ -4, -2, 107, -10, 107, -8, 7, 4, 6
- CC(C)NC(=O)c1onc(CSc2cccc(Cl)c2)c1C(=O)O
→ 4, 0, 111, -15, 114, -10, -1, 7, 8
- Cc1cc(C(=O)CSc2nc3ccc(Cl)cc3[nH]2)c(C)n1C
→ 28, 6, 91, 3, 91, -11, 11, 14, -7
- O=c1[nH]c2c(c3c1CCCC3)CCCC2
→ 12, -2, 103, 8, 99, -3, 4, -9, 0
- C=CCn1c(SCCN2CCOCC2)nc2c1c(=O)[nH]c(=O)n2C
→ 3, 2, 93, 39, 99, 2, -1, 12, 1
- CNC(=O)NC(=O)C(C)N1CCN(C/C=C/c2ccccc2)CC1 (stereo unspecified)
→ 23, 2, x, 1, x, -5, 5, 0, x
- CCCCNC(=O)CCC(=O)Nc1ccc2nc(N3CCCCC3)cc(C)c2c1
→ 18, 4, 105, 15, 108, 1, 1, 5, 9
- CCOc1ccc(N2CC(C(=O)N3CCc4ccccc4C3)CC2=O)cc1 (stereo unspecified)
→ 1, 4, 104, -2, 104, 3, 0, -4, 7
- Cc1c(NS(=O)(=O)c2cc(NC(=O)CCN3CCCC(C)C3)ccc2Cl)c(=O)n(-c2ccccc2)n1C (stereo unspecified)
→ 10, 2, 101, -5, 106, -12, 4, -3, 0
- OCCN(CC#CC(O)(c1ccccc1)C1CCCCC1)CCO (stereo unspecified)
→ 0, 0, 102, 8, 103, -3, 0, 3, 0
- CC(C)(C)SCCNC(=O)CN1C(=O)c2cccc3cccc1c23
→ 21, 2, 100, 9, 111, -8, 2, 0, 4
- O=C(O)c1ccc(Cn2cnc3scc(-c4ccccc4)c3c2=O)cc1
→ 28, -6, 100, -6, 97, -23, 0, -5, -2
- Cc1ccc(C(=O)N2CCN(c3ccc(NC(=S)NC(=O)Cc4ccccc4)cc3)CC2)cc1
→ 3, 5, 101, -2, 95, -13, -3, -6, -2
- COc1ccccc1-c1ccc(SCc2cccc(C)c2)nn1
→ 7, 1, 107, -22, 106, -10, 5, -3, -2
- Cn1c(-c2ccccn2)[n+](C)c2ccccc21
→ -5, 1, 100, 6, 84, -5, -3, -2, -11
- COc1cccc(CNC(=O)CC(NC(C)=O)c2ccccc2)c1 (stereo unspecified)
→ 2, 0, 109, 12, 95, -9, 0, 1, -7
- CCCc1cc(=O)[nH]c(/N=C(/NC(=O)c2ccccc2)Nc2ccc3c(c2)OCCO3)n1
→ x, x, 113, x, 114, x, 4, -3, 9
- O=C(NC1=NCCS1)c1ccc(OCC2CCCO2)cc1 (stereo unspecified)
→ 10, 8, 104, 10, 104, -4, 4, 16, 3
- CN1CCN(CCCNC(=O)c2ccc(CS(=O)(=O)c3ccc(Br)cc3)o2)CC1
→ -1, 0, 106, -9, 110, -11, 2, 3, 5

No new results follow: entries from further up.
The line under a structure holds: UBC9 SUMO inh, IDE act, MEKK3 PB1 HTS, NALP1 inh, MEKK2 WT-MEK5, p-CIP stab down, IDE inh, PfM18AAP inh, MEKK2mut PB1 HTS
- COc1cccc(-c2cc(C(=O)N3N=C(C)CC3(O)C(F)F)c3ccccc3n2)c1 (stereo unspecified)
→ 0, 3, 99, -4, 97, 1, 0, 6, 2
- CC(=O)N/C(=N\c1nc(C)cc(C)n1)Nc1ccc2ccccc2c1
→ -4, -2, 107, -10, 107, -8, 7, 4, 6
- CC(C)NC(=O)c1onc(CSc2cccc(Cl)c2)c1C(=O)O
→ 4, 0, 111, -15, 114, -10, -1, 7, 8
- Cc1cc(C(=O)CSc2nc3ccc(Cl)cc3[nH]2)c(C)n1C
→ 28, 6, 91, 3, 91, -11, 11, 14, -7
- O=c1[nH]c2c(c3c1CCCC3)CCCC2
→ 12, -2, 103, 8, 99, -3, 4, -9, 0

The listing picks up, repeating the two entries before the break.
The line under a structure holds: UBC9 SUMO inh, IDE act, MEKK3 PB1 HTS, NALP1 inh, MEKK2 WT-MEK5, p-CIP stab down, IDE inh, PfM18AAP inh, MEKK2mut PB1 HTS
- O=C(NC1=NCCS1)c1ccc(OCC2CCCO2)cc1 (stereo unspecified)
→ 10, 8, 104, 10, 104, -4, 4, 16, 3
- CN1CCN(CCCNC(=O)c2ccc(CS(=O)(=O)c3ccc(Br)cc3)o2)CC1
→ -1, 0, 106, -9, 110, -11, 2, 3, 5
- O=C(Cn1nc(C(=O)O)c2ccccc2c1=O)c1cc(F)ccc1F
→ -11, 4, 100, -7, 100, -11, 1, -2, 3
- O=C(N/N=C/C=N/NC(=O)c1ccco1)c1ccco1
→ -1, 6, 102, 11, 105, -14, -1, 4, 4
- O=C(CN1CCN(c2ccc(O)cc2)CC1)Nc1ccc2c(c1)OCCO2
→ 12, 4, 119, 3, 106, -3, 5, 38*, -1
- CN(C)CC1CCCCC1OC(=O)c1ccc(Br)cc1 (stereo unspecified)
→ -1, 6, 104, 7, 99, 6, 3, 8, -10
- O=C(CCc1nnc(-c2ccccc2)o1)c1ccc(Cl)cc1
→ 8, -1, 91, -17, 93, 3, 4, -1, -9
- Cc1csc(=S)n1-c1ccccc1
→ 1, 3, 101, 3, 99, -2, 2, -1, 3
- Nc1nc(SCC(=O)N2CCCc3ccccc32)n(-c2ccccc2)n1
→ 5, 2, 111, -8, 116, -6, 3, 6, 12
- CCCCCCCC[n+]1cccc2c3ccccc3ccc21
→ 17, -5, 96, 11, 94, 1, 3, -4, -10
- Cc1nc2ncccn2c1-c1csc(Nc2ccc(O)cc2)n1
→ 6, -1, 101, -8, 92, 1, x, 41*, -10
- Cc1nnc(-c2ccccc2)nc1N(C)C
→ 5, -5, 103, 6, 101, 20, 6, -1, 1
- N#Cc1ccc(S(=O)(=O)NCC(=O)OCC(=O)NCCc2ccccc2)cc1
→ 9, 5, 105, 14, 108, 18, 0, 1, 4

Screening results from PubChem.
